NCI-60 one-dose screen, 48 h, at 10 µM unless noted. Numbers give growth in % (100 = growth as untreated, 0 = no growth, -100 = all killed).
RXF 393 = RXF 393 renal cancer cells. AID 1794773. hit rate 6.9% among 77,000
NCI-H322M = NCI-H322M lung cancer. hit rate 2.7% among 80,000
NCI-H226 = NCI-H226 lung cancer; hit rate 3.5% among 79,000
NCI-H522 = NCI-H522 lung cancer; hit rate 8% among 78,000; AID 1794739
NCI-H23 = NCI-H23 lung cancer | hit rate 4% among 80,000
NCI-H460 = NCI-H460 lung cancer; AID 1794736; hit rate 6.8% among 82,000
A498 = A498 renal cancer cells. hit rate 5.4% among 76,000
COLO 205 = COLO 205 colon cancer; AID 1794742; hit rate 7.3% among 79,000
HT29 = HT29 colon cancer. hit rate 7.4% among 81,000. AID 1794748
The depositor's hits bear a star; nt = not tested or not shown; & = joins results of further samples; [ ] = another dose, or the depositor's remark. Rule for the calls: active = growth percent below 10; inactive = the rest. Rows were taken by chance; any-hit rate near 12%.

compound,RXF 393,NCI-H322M,NCI-H226,NCI-H522,NCI-H23,NCI-H460,A498,COLO 205,HT29
O=C(N/N=C/c1ccccc1Cl)c1ccc([N+](=O)[O-])cc1,113.0,100.2,nt,69.6,104.0,108.4,98.2,92.0,92.4
Cc1ccc2c(O)c(O)cc(NC(C)CCCN)c2n1 (stereo unspecified),93.3,26.0,111.4,22.3,20.7,107.3,81.3,32.7,47.7
NC1=NNC(=O)C1,nt,99.3,100.7,87.7,88.5,106.6,nt,114.0,99.8
Clc1ccc(NN(Cc2ccncc2)c2ccc(Cl)cc2)cc1,86.2,88.1,89.3,75.3,86.3,88.6,71.9,81.6,62.9
Cn1c(=O)c2[nH]c(SCC(=O)Nc3ccc(C(=O)/C=C/c4ccccc4Cl)cc3)nc2n(C)c1=O,105.2,97.6,93.1,94.3,98.1,101.7,85.6,117.4,119.0
O=C(Nc1ccccc1Cl)Oc1ccc2ccccc2c1,99.6,108.7,88.2,79.6,91.3,102.0,100.1,118.2,98.9
CN(Cc1ccccc1)c1nc(Cl)c(C2CC(c3ccccc3)=NN2c2ccccc2)s1 (stereo unspecified),100.9,97.6,89.0,77.8,88.3,101.3,105.1,105.2,80.8
CC(C)=CC(=O)CC(C#N)(C#N)C(C#N)C#N,100.6,108.2,101.4,97.4,95.5,108.3,98.4,124.5,106.0
O=C(O)C1CCCN1C(=O)c1cccc(Cl)c1 (stereo unspecified),113.9,89.8,105.9,nt,110.6,106.3,111.4,113.3,104.1
CN(C)CCn1c2ccccc2c2nc3cc(C(F)(F)F)ccc3nc21,42.7,40.3,53.2,30.7,34.6,8.3*,75.8,14.0,27.6
COc1ccc(CCNC(=O)c2c(C)n([O-])c3ccc(F)cc3[n+]2=O)cc1,nt,99.1,93.4,88.7,99.4,108.9,104.1,114.4,87.8
CCCCNC(=S)NNC(=O)c1ccc(OCc2nc3ccc(Cl)cc3[nH]2)cc1,96.4,87.9,90.0,79.2,78.3,77.5,153.5,133.9,93.4
O=C1C=CC(=O)N1c1cc(Cl)c(Cl)cc1Cl,106.4,90.6,100.4,84.4,100.0,107.0,104.5,nt,101.2
CCc1ccc2c(c1)N(CCO)C1=C(C(=O)OC1)C2c1cccc(Cl)c1 (stereo unspecified),10.1,39.4,32.4,-22.0*,38.8,10.8,-1.1*,2.5*,4.5*
O=C(NCCN1CCCCC1)n1cc(-c2ccncc2)c(-c2ccc(O)c(Cl)c2)n1,99.4,117.5,109.4,89.2,103.6,105.3,103.4,102.5,93.6
CCCCCCCCCCCCCCCC(=O)NN,91.8,107.8,nt,100.1,101.2,103.8,110.1,103.1,105.6
CNC1=C([N+](=O)[O-])C(c2ccc(OC)cc2)C(C#N)=C(c2cccs2)O1 (stereo unspecified),120.9,103.0,99.8,101.7,103.4,108.8,117.0,110.7,117.7
Nc1nonc1-c1nc2ccccc2n1Cc1ccncc1,91.1,93.1,89.7,96.1,97.7,101.3,85.7,96.5,100.2
C=C1C(=O)O[C@H]2[C@H]1CC/C(C=Nc1c(N)cc(C(F)(F)F)cc1C(F)(F)F)=C\CC[C@@]1(C)O[C@@H]21,-81.6*,49.3,-53.1*,-55.4*,-29.0*,-17.9*,34.8,-59.7*,-15.2*
COc1ccc([C@H]2[C@H](C(=O)Nc3cccc(C)c3)c3ccccc3C(=O)N2c2ccc(OC)cc2)cc1,98.7,107.5,103.5,97.4,94.7,94.8,50.5,92.4,90.5
CCOC(=O)C1=NN(c2ccccc2)C(=O)/C1=C\N1CCNC1=S,90.0,100.6,89.8,96.5,93.7,101.5,96.5,102.6,104.6
CCOC(=O)c1ccccc1C(C)CC (stereo unspecified),108.8,nt,106.6,nt,109.2,101.6,107.2,104.1,106.0
O=C(Nc1ccc(Cl)cc1)Sc1nnc2sc3ccccc3n12,103.3,99.9,87.8,99.2,99.2,97.6,99.6,111.7,110.3
COc1ccc(/C(C)=N/NC(=O)COc2ccc3c(C)c(Cc4ccccc4)c(=O)oc3c2C)cc1OC,109.1,97.6,98.0,91.7,101.2,104.1,100.4,nt,100.5
Fc1ccc(OCc2n[nH]c(=S)n2-c2ccccc2)cc1,108.0,100.5,115.8,144.9,110.3,105.7,104.1,nt,104.5
O=C(Nc1nc2ccc(C(F)(F)F)cc2s1)c1cc(Cl)ccc1O,-2.8*,10.6,5.7*,-15.1*,-12.0*,4.4*,-26.8*,-57.3*,-18.0*
CC(=O)c1nn(-c2ccccc2)cc1C(=O)c1cc2cc(Br)ccc2oc1=O,113.1,87.0,82.7,35.0,98.6,99.1,127.1,118.8,86.8
N[C@@H](Cc1ccccc1)[C@@H](O)C(=O)NCc1ccccn1,112.4,102.1,101.6,94.6,107.2,104.3,101.2,114.4,106.0
O=C(/C=C/c1ccccc1Cl)c1cccc(OCCCCOc2cccc(C(=O)/C=C/c3ccccc3Cl)c2)c1,99.6,99.9,90.3,97.1,96.5,99.6,108.8,107.5,96.9
CSC1=NC2C(N(C)C(=S)N2C)N1/N=C/C=C/c1ccccc1[N+](=O)[O-] (stereo unspecified),98.9,90.4,91.5,98.2,96.0,99.3,108.0,97.7,99.4
CC(=O)c1sc(-c2ccc(C)cc2)cc1O,110.4,102.8,102.3,85.5,103.2,103.3,86.5,114.7,97.1
CC(=O)NC1=C(C#N)C(c2ccccc2Cl)c2ccc3ccccc3c2O1 (stereo unspecified),101.3,88.2,98.7,90.0,100.8,102.4,71.9,120.8,100.6

4 successive compounds already listed, for reference:
compound,RXF 393,NCI-H322M,NCI-H226,NCI-H522,NCI-H23,NCI-H460,A498,COLO 205,HT29
O=C(/C=C/c1ccccc1Cl)c1cccc(OCCCCOc2cccc(C(=O)/C=C/c3ccccc3Cl)c2)c1,99.6,99.9,90.3,97.1,96.5,99.6,108.8,107.5,96.9
CSC1=NC2C(N(C)C(=S)N2C)N1/N=C/C=C/c1ccccc1[N+](=O)[O-] (stereo unspecified),98.9,90.4,91.5,98.2,96.0,99.3,108.0,97.7,99.4
CC(=O)c1sc(-c2ccc(C)cc2)cc1O,110.4,102.8,102.3,85.5,103.2,103.3,86.5,114.7,97.1
CC(=O)NC1=C(C#N)C(c2ccccc2Cl)c2ccc3ccccc3c2O1 (stereo unspecified),101.3,88.2,98.7,90.0,100.8,102.4,71.9,120.8,100.6

Following part
compound,RXF 393,NCI-H322M,NCI-H226,NCI-H522,NCI-H23,NCI-H460,A498,COLO 205,HT29
COc1cc2c(cc1OC)[C@H]1CCCN1CC2Sc1ccccc1 (stereo partly specified),94.9,94.2,84.4,86.1,97.4,101.8,113.7,99.7,95.0
CCCCCCCC(N)=O,119.1,110.3,109.2,nt,110.9,108.4,103.8,112.0,109.6
C#Cc1cccc(NC(=O)Nc2cccc(NC(=O)C=C)c2)c1,nt,85.2[8.25 µM],81.1[8.25 µM],56.0[8.25 µM],83.1[8.25 µM],94.2[8.25 µM],68.4[8.25 µM],113.2[8.25 µM],74.1[8.25 µM]
CC1=C/C(=N\NC(=O)c2ccncc2)CC(C)(C)C1,129.8,102.4,122.5,91.3,105.1,103.9,93.8,103.2,105.2
O=C1c2cccc(Cl)c2C(=O)c2c1cccc2[N+](=O)[O-],96.4,95.7,107.6,33.2,97.3,103.1,96.7,139.1,79.3
Cc1ccccc1N=Nc1c(S(=O)(=O)O)cc2cc(NC(=O)Nc3ccc4c(O)c(N=Nc5ccc6cc(S(=O)(=O)O)ccc6c5)c(S(=O)(=O)O)cc4c3)ccc2c1O,133.1,97.9,106.3,91.1,97.8,118.2,128.5,106.7,96.2
Cc1occc1-c1nnc(SCC(=O)Nc2nccs2)n1N1C(=O)CSC1=S,114.0,107.6,96.3,90.4,98.2,102.7,107.7,102.6,108.8
Cc1cc(C)c2c(SC(C)C)nc(N)nc2n1,99.4,82.8,78.0,97.2,96.1,101.4,84.2,118.5,103.4
O=C(NCCCNc1nccc(-c2c(-c3cccc(F)c3)nc3sccn23)n1)c1ccccc1,71.9,95.5,67.1,78.0,103.2,97.7,nt,68.1,46.2
Cc1ccc(C2=NN(c3nc(-c4cc5ccccc5oc4=O)cs3)C(c3ccccc3)C2)cc1 (stereo unspecified),84.9,100.0,74.2,74.1,82.5,99.3,132.4,103.2,102.2
O=C1c2cccc3c(-c4ccc5c(c4)ncn5C4CCCCC4)ccc(c23)C(=O)N1CCO,106.1,91.8,77.0,73.7,78.6,94.1,102.9,107.6,83.6
CCCCSc1nc(NC2CC2)c(C#N)c(-c2ccc(C(C)C)cc2)n1,73.3,115.1,94.2,89.4,99.0,109.4,104.1,129.5,111.1
NC(=O)CC(NC(=O)CCl)C(=O)O (stereo unspecified),nt,94.3,95.6,91.5,101.6,100.7,100.6,108.4,102.8
COc1ccc(/C=C2/C(=O)NC(SCC(=O)N3CCN(c4cc5c(cc4F)c(=O)c(C(=O)O)cn5C4CC4)CC3)=NC2N)cc1 (stereo unspecified),111.8,107.5,106.3,96.0,100.4,106.9,103.2,111.2,112.5
Cn1cc(-c2nn3cc(-c4ccc(C(F)(F)F)cc4)nc3s2)c2ccccc21,112.9,94.0,103.5,91.1,97.4,100.5,99.9,101.8,99.4
CCN(C(=O)c1ccc(NC(=O)C2C3C=CC(C3)C2C(=O)O)cc1)c1ccccc1 (stereo unspecified),107.9,109.6,98.8,79.4,93.4,107.4,112.1,110.5,94.1
CCOc1ccc(NC(=O)c2cc(OC)c(OC)c(OC)c2)cc1,39.8,52.2,68.1,42.3,45.8,17.1,-0.4*,11.8,11.5
COc1ccc(/C=C2\N=C3SCCCN3C2=O)cc1,91.9,93.7,97.8,81.8,97.5,102.8,87.2,106.6,87.7
CCCCCN1C=C/C(=C\C(=O)N2CCCc3ccccc32)c2ccccc21,99.5,102.1,79.3,68.5,57.5,91.9,nt,96.8,73.2
CC1CN(Cc2ccco2)C(=S)N(c2ccccc2)C1=O (stereo unspecified),110.6,99.4,97.3,92.9,107.6,98.5,100.3,128.3,93.4
COc1ccc(-c2csc(N(C(=O)N3CCN(c4cc5c(cc4F)c(=O)c(C(=O)O)cn5C4CC4)CC3)c3ccccc3)n2)cc1,35.8,4.9*,28.5,-21.8*,4.3*,3.7*,3.7*,17.9,3.4*
COC(=O)/C=C1/S/C(=N\N=C\c2ccc(C(F)(F)F)cc2)N(c2ccccc2)C1=O,92.7,98.0,97.3,91.7,89.9,92.2,101.3,116.2,105.1
O=c1nc2sccc(-c3ccc(F)cc3)c-2s1,108.4,77.4,93.9,74.7,103.3,102.0,83.3,106.2,92.9
CC(C)(O)/C=C/C(C)(C)O,nt,79.9,96.2,100.9,114.7,105.4,108.8,119.0,99.0
c1ccc2cc(SCCCN3CCOCC3)ccc2c1,113.9,107.4,90.7,86.8,101.9,100.2,118.3,106.4,98.6
CCNC(=S)NC1C(=O)N(C)C(=O)N(C)C1=O,126.2,99.3,107.3,97.1,99.5,111.2,105.4,109.6,108.5
CC(Br)C(Br)CO (stereo unspecified),111.6,100.6,103.9,92.7,103.7,103.8,105.1,117.6,98.4
NC(=O)[C@@H]1Cc2ccccc2CN1C(=O)c1ccc2c(c1)CCC2,111.9[50 µM],98.1[50 µM],90.9[50 µM],83.7[50 µM],100.3[50 µM],99.8[50 µM],92.2[50 µM],120.2[50 µM],114.0[50 µM]
O=S(=O)(SC1=NCCN1)c1ccccc1,105.7,108.8,106.1,101.2,98.6,107.8,104.3,112.5,101.1
CC(=O)O[C@H]1CC[C@H]2[C@@H]3CCC4=C(CC(F)C(=O)C4)[C@H]3CC[C@]12C (stereo partly specified),113.2,112.0,105.1,nt,96.8,102.3,104.8,107.8,113.9
CCC(C)OC(=O)c1ccc(OC)cc1 (stereo unspecified),107.5,107.3,92.2,94.1,97.3,92.1,111.2,105.0,88.2
CCSc1nc2nc[nH]c3nc(=N)nc([nH]1)c23,86.9,97.8,87.0,89.6,92.3,106.1,92.2,111.0,105.1
CC1C2CCC3C4CC=C5CC(N(C)C)CCC5(C)C4CCC32CN1C (stereo unspecified),56.1&66.9,102.6&75.9,91.1&90.2,93.2&94.0,88.0&87.2,91.2&83.4,81.7&68.5,63.1&57.0,47.7&45.3
N#CCC1(c2ccccc2)CCCC1,112.7,107.5,101.1,102.9,101.3,102.1,109.9,107.1,109.8
COC(=O)c1nc(-c2ccc(C)cc2)oc1SCc1ccccc1,91.4,95.7,94.3,59.9,99.1,112.3,75.5,112.6,92.6
C/C=C/C(N)=O,108.3,93.4,93.4,104.4,96.9,101.6,107.7,107.4,102.0
Nc1o[nH]c(=O)c1Cc1ccccc1,154.6,122.5,89.9,87.9,102.2,116.5,85.5,129.0,98.0
O=S(=O)(O)CCI,98.8,100.6,95.9,103.0,102.1,104.5,90.7,110.9,116.0

Structures from the list above that contain a thiophene ring, fused or not, in the order listed:
compound,RXF 393,NCI-H322M,NCI-H226,NCI-H522,NCI-H23,NCI-H460,A498,COLO 205,HT29
CNC1=C([N+](=O)[O-])C(c2ccc(OC)cc2)C(C#N)=C(c2cccs2)O1 (stereo unspecified),120.9,103.0,99.8,101.7,103.4,108.8,117.0,110.7,117.7
CC(=O)c1sc(-c2ccc(C)cc2)cc1O,110.4,102.8,102.3,85.5,103.2,103.3,86.5,114.7,97.1

Source: PubChem (NCI)
